# Screens from PubChem BioAssay.
# AmpC no deterg = inhibitors of E. coli AmpC beta-lactamase without detergent | AmpC nitrocefin hydrolysis, absorbance 480 nm, 0.0001% Triton | P00811 | AID 485341 | 0.52% of 330,000 active | Potency, µM (doses to about 57.1 µM), inactives show top-dose activity change, negative = inhibition, usual class: inhibitors;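 also: potency is read from the fitted curve at half-maximal effect; plate controls were no compound for no effect and no enzyme for full effect; nearly all actives have a fitted effect of over 20% in size; some results filed as inactive show a strong effect at the top dose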
# Target sequence (P00811 whole entry, looked up): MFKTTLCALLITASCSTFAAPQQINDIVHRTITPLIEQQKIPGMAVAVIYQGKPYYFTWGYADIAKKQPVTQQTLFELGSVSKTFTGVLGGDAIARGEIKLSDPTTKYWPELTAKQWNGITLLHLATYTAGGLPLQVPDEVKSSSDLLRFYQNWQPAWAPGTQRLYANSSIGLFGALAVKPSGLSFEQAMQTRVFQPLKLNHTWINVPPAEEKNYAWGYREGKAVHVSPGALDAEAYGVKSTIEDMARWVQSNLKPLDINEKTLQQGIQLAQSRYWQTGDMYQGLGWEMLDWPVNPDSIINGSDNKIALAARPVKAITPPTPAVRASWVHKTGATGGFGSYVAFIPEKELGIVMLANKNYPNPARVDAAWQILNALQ
#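 AmpC (5.3 nM in the dispensed reagent) in 20 mM phosphate pH 7.0 with 0.01% (detergent screen) or 0.0001% Triton X-100 was preincubated with compounds for 15 min at room temperature. Nitrocefin was then added from an 800 uM solution, and hydrolysis was followed at 480 nm.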
# AmpC detergent = AmpC beta-lactamase inhibition with detergent present; P00811; AmpC hydrolysis of nitrocefin, absorbance 480 nm, 0.01% Triton; Potency, µM (series often up to 114 µM), inactives show top-dose activity change, negative = inhibition, most hits filed as inhibitors; 0.041% of 370,000 active; AID 485294;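 also: potency is read from the fitted curve at half-maximal effect; 0% = no-compound wells and -100% = no-enzyme wells; nearly all actives have a fitted effect of over 25% in size; some results filed as inactive show a strong effect at the top dose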
#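 AmpC (5.3 nM in the dispensed reagent) in 20 mM phosphate pH 7.0 with 0.01% (detergent screen) or 0.0001% Triton X-100 was preincubated with compounds for 15 min at room temperature. Nitrocefin was then added from an 800 uM solution, and hydrolysis was followed at 480 nm.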
# HCMV antiviral = human cytomegalovirus inhibition. HFF cells, HCMV-luciferase reporter, 72 h; active compounds read low. activity change, negative = inhibition, % at 57.5 µM. 4.5% of 410,000 active. AID 1259415; in the data active = activity change below about -60%; inconclusive = no clear call, values can overlap the other calls; inactive = above about -39%
#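 Compounds were evaluated in HFFs infected with an HCMV luciferase reporter virus (MOI 1 PFU/cell). Luciferase in lysates collected 72 h post infection served as the replication measure.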
# Tb PYK inh = blocks Trypanosoma brucei pyruvate kinase; Q57TT1; Potency, µM (titrated, usually from 76.8 µM), inactives show top-dose activity, negative = inhibition, most hits filed as inhibitors; TbPYK enzyme, Kinase-Glo Plus ATP luminescence, 45 min; 0.12% of 410,000 active; AID 624173; also: potency is read from the fitted curve at half-maximal effect; nearly all actives have a fitted effect of over 50% in size
#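 In this concentration-response screen, enzyme-free wells defined baseline while DMSO plates tracked drift. Each reaction combined TbPYK, substrate, compound and 130 uM ADP for 45 min at room temperature. Kinase-Glo Plus luminescence gave the signal.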
# LmPK inhibitor = blocks Leishmania mexicana pyruvate kinase activity | purified LmPK, Kinase-Glo ATP luminescence, 1 h | Potency, µM (series often up to 57.5 µM), for inactives: at the highest dose activity change, negative = inhibition, most hits filed as inhibitors | 0.37% of 290,000 active | AID 1721; also: potency is read from the fitted curve at half-maximal effect
# Target sequence (Q27686 whole entry, looked up): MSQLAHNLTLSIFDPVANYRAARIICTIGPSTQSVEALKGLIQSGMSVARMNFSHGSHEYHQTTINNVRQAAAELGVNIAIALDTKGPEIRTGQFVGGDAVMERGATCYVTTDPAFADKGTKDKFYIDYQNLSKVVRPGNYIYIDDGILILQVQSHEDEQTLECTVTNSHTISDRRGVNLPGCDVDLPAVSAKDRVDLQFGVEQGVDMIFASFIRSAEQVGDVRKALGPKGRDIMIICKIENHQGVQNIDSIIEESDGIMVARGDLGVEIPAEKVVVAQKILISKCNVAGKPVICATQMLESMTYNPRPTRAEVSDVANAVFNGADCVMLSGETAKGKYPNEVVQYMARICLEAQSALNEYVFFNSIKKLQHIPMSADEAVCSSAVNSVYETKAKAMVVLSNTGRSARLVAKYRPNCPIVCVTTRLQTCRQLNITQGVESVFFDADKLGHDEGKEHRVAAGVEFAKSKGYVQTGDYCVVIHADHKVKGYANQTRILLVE
#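 Screened at intermediate enzyme activity to detect both inhibitors and activators: LmPK at 0.1 nM, with a 0.5 nM enzyme column as activation reference. PEP 0.5 mM, ADP 0.1 mM; ATP detected by luminescence after 1 h.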
# Sm TGR block = inhibitors of Schistosoma mansoni thioredoxin glutathione reductase | Q962Y6 | purified TGR, DTNB reduction, TNB absorbance 405 nm | Potency, µM (top dose mostly 114 µM), for the others: at the highest dose activity change, negative = inhibition, hits mostly inhibitors | 3% of 360,000 active | AID 485364; also: potency is read from the fitted curve at half-maximal effect; nearly all actives have a fitted effect of over 60% in size
#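 TGR 20 nM + NADPH 100 uM (dispensed conc.), cpd preinc 15 min RT; start with NADPH (500 uM addition) then DTNB (15 mM addition). Kinetic TNB absorbance, 405 nm filter. Four-parameter Hill fit across titration.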
# AMA1 RON2 block = inhibitors of Plasmodium falciparum AMA1-RON2 interaction; AlphaScreen AMA1-biotinylated RON2 peptide binding; Potency, µM (highest dose often 58.2 µM), without a hit: top-dose activity change, negative = inhibition, actives largely listed as inhibitors; 0.2% of 360,000 active;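 also: potency is read from the fitted curve at half-maximal effect; 0% = vehicle wells and -100% = peptide control; nearly all actives have a fitted effect of over 45% in size; some results filed as inactive show a strong effect at the top dose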
#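 AMA1 (3D7) with his tag at 25 nM final met compounds first, then biotinylated RON2 peptide at 25 nM; detection used donor plus acceptor beads, 10 µg/mL apiece, read by AlphaScreen after 30 min at room temperature.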
# The depositor's hits bear a star; ? = inconclusive; / = no result given; [ ] = dose if it differs, or a comment. Unless noted, calls follow the shape of the dose curve; as a rule, active = well fitted curve in the direction sought with a large enough effect; inconclusive = small, poorly fitted or top-dose-only effect, or another doubt; inactive = no such curve, though single readings can be large; an effect the other way counts as inactive or inconclusive. Unless noted, % is scaled to controls: 0 for no effect and ±100 for the full control effect.
compound	AmpC no deterg	AmpC detergent	HCMV antiviral	Tb PYK inh	LmPK inhibitor	Sm TGR block	AMA1 RON2 block
CC1CCCCC1NC(=O)Cn1c(CN2CCCCC2)nc2ccccc2c1=O (stereo unspecified)	-19%	-8%	7	5%	3%	0%	-1%
COc1ccc(NC(=O)COC(=O)CCCN2C(=O)c3ccccc3C2=O)cc1Cl	-10%	-12%	58	-4%	7%	-1%	14%
Cc1ccc(C2(C)NC(=O)N(CC(=O)NCCN3C(=O)S/C(=C\c4cccnc4)C3=O)C2=O)cc1 (stereo unspecified)	/	/	59	3%	/	/	6%[11.6 µM]
Cc1c(NC(=O)c2cccc(NC(=O)COc3cccc(Br)c3)c2)c(=O)n(-c2ccccc2)n1C	24%	/	?	-2%	/	/	-3%
CC(=O)c1ccc(S(=O)(=O)Nc2ccc(N3CCOCC3)cc2)cc1	-13%	?	3	-4%	4%	-25%	-10%
CCCCSc1nc(N)c(NC(=O)c2ccco2)c(=O)[nH]1	-2%	-1%	-29	-2%	-2%	-10%	11%
CCN1CCN(C(c2ccc(OC)c(OC)c2)c2nnnn2C(C)(C)C)CC1 (stereo unspecified)	-31%	-5%	-33	6%	4%	0%	-18%
CCc1cccc(CC)c1NC(=O)c1ccccc1	-14%[2.29 µM]	?	-35	1%	-2%	10%	14%
O=C(NCC1CCCO1)c1ccc(CS(=O)(=O)Cc2ccc(F)cc2)o1 (stereo unspecified)	-24%	-8%	?	0%	-5%	-2%	2%
CCC(Cc1ccccc1)NC(=O)CCS(=O)(=O)c1cc2c(cc1Cl)NC(=O)CO2 (stereo unspecified)	/	18%	-7	2%	/	6%	/
CC(C)(C)S(=O)(=O)c1cnc2c(-c3ccc(Cl)cc3)cnn2c1N	-9%	-3%	-26	4%	-1%	0%	-4%
COC(=O)c1ccccc1NC(=O)c1cc(CN2CCCC2)on1	/	21%	16	-5%	/	-2%	/
Cc1cccc(C)c1Cn1c(C)c(C(=O)NCCC#N)sc1=O	/	/	0	0%	/	/	1%
CC(=O)c1ccccc1NC(=O)COC(=O)c1ccccc1NC(=O)c1ccccc1	-23%	-1%	-4	-6%	-2%	-11%	-5%
C[C@@H]1CN([C@@H](C)CO)C(=O)CCCn2nncc2CO[C@@H]1CN(C)C(=O)Nc1ccc(-c2cccs2)cc1	/	/	-6	4%	/	/	-7%
COc1ccc(CCNC(=O)C(=O)NCC2OCCN2S(=O)(=O)c2ccc(OC)cc2)cc1 (stereo unspecified)	18%	-17%	?	-2%	0%	-11%	-1%
Cc1cccc2[nH]c(SCC(=O)N3CCOCC3)nc12	-15%	3%	35	-9%	-1%	/	18%
COC(=O)c1cccc(NC(=O)CCNC(=O)c2ccco2)c1	-14%	-11%	18	0%	9%	-2%	7%
Cc1ccc(SCc2nnc(N)s2)cc1	-16%	?	20	2%	-4%	0%	-3%
COc1ccc(NS(=O)(=O)c2cc3c4c(c2)CCN4C(=O)CC3)c(OC)c1	-13%	0%	51	1%	/	-10%	5%
CCn1nnnc1NCc1cccn1C	-19%	?	4	-13%	8%	50µM*	-19%
CN(CC(=O)Nc1c(Cl)cccc1Cl)C(=O)Cn1[nH]c(=O)c2ccccc2c1=O	-20%	?	-5	0%	/	-20%	16%
CC(NC(=O)COc1cccnc1[N+](=O)[O-])c1ccc(F)cc1 (stereo unspecified)	-5%	?	9	5%	-1%	7%	7%
CS(=O)(=O)Nc1ccc(-c2cc(/C=C3\SC(N)=NC3=O)c[nH]c2=O)cc1	-22%	-11%	82	-1%	-1%	0%	0%
CCOC(=O)N1CCN(S(=O)(=O)c2ccc(C)cc2)CC1	-9%	2%	-1	-18%	1%	3%	0%
COc1ccc2c(C)cc(SCC(=O)Nc3ccc(Cl)cn3)nc2c1	-21%	4%	42	1%	1%	4%	13%
O=C(NC1CCCc2c1cnn2-c1cc(F)cc(F)c1)c1ccccn1 (stereo unspecified)	/	/	-10	1%	/	/	10%
COc1ccc(OC)c(NC(=O)CSc2nc3c(c(=O)n(C)c(=O)n3C)n2C)c1	-14%	-16%	32	0%	1%	0%	5%
Cc1ccc(-c2n[nH]c(=S)n2-c2ccccc2)cc1	-29%	0%	25	?	?	-23%	20%
CCC(C(=O)OC)(C(=O)OC)c1ccc([N+](=O)[O-])cc1	-9%	-7%	-37	3%	-2%	-4%	13%
COCCn1nnnc1C(C(C)C)N(Cc1ccccc1)Cc1cc2cc(OC)ccc2[nH]c1=O (stereo unspecified)	102%[activator]	-8%	-18	3%	4%	0%	-7%
COc1ccc(CN2CCC[C@]3(N[C@H](c4ccccc4)[C@@H]4C(=O)N(Cc5ccccc5)C(=O)[C@@H]43)C2=O)cc1	/	/	-4	4%	/	/	-6%
CCOC(=O)C1CCN(C(=O)c2ccc3c(SCC(=O)O)c4c(nc3c2)CCCC4)CC1	-25%	2%	-20	3%	3%	-6%	12%
S=c1[nH]nc(-c2ccc3ccccc3n2)n1-c1ccc2c(c1)OCCO2	-30%	-7%	26	4.5µM*	8.9µM*	0%	60%[activator]
NCCc1nc2cccnc2n1-c1ccccc1	/	13%	12	-4%	/	4%	/
COc1ccccc1CNC(=O)CCc1c(C)c2cc3c(C)coc3cc2oc1=O	/	18%	5	8%	/	1%	/
Cc1[nH]n(-c2ccccc2)c(=O)c1/C=N\NC(=O)C1COc2ccccc2O1 (stereo unspecified)	-43%	-1%	111	-6%	0%	-16%	11%
CCNc1ccc(C(=O)NN=C2CCCC2)cc1[N+](=O)[O-]	-24%	6%	-12	2%	-4%	60%[activator]	27%
Cc1ccc2c(c1)c1c(c(=O)n(-c3cccc(Cl)c3)c(=O)n1CC(=O)NCC1CCCO1)n2C (stereo unspecified)	/	12%	4	1%	/	-11%	/
COc1ccc(OCC(=O)Nc2ccc(-c3nc4cc(Cl)ccc4o3)cc2)cc1	/	15%	?	1%	/	3%	/

# Record cards (already shown).
# COc1ccc(OCC(=O)Nc2ccc(-c3nc4cc(Cl)ccc4o3)cc2)cc1 is entered as AmpC no deterg = /; AmpC detergent = 15%; HCMV antiviral = ?; Tb PYK inh = 1%; LmPK inhibitor = /; Sm TGR block = 3%; AMA1 RON2 block = /
# NCCc1nc2cccnc2n1-c1ccccc1 is entered as AmpC no deterg = /; AmpC detergent = 13%; HCMV antiviral = 12; Tb PYK inh = -4%; LmPK inhibitor = /; Sm TGR block = 4%; AMA1 RON2 block = /

# The list goes on.
compound	AmpC no deterg	AmpC detergent	HCMV antiviral	Tb PYK inh	LmPK inhibitor	Sm TGR block	AMA1 RON2 block
Cc1ccc2c(c1)-c1c(cnn1CC(=O)N1CCN(c3cccc(C(F)(F)F)c3)CC1)CO2	/	3%	-6	-5%	/	-8%	/
COC(=O)Nc1nc2c(C)cccc2s1	-16%	-9%	137	3%	-4%	2%	7%
N#CCCN(C(=O)CSc1nc(-c2ccccc2)cn1N)c1ccc(F)cc1	1%	0%	7	2%	8%	1%	0%
CC1CCCCC1NC(=O)CN1C(=O)COc2ccccc21 (stereo unspecified)	5%	-9%	1	6%	-6%	-1%	18%
COCCCn1c(=O)c2sccc2n(Cc2ccccc2C)c1=O	3%	3%	-16	0%	-2%	-20%	0%
Cc1ccc(C)c(OCC(=O)Nc2ccc3c(c2)OCO3)c1C	-16%	3%	67	-17%	0%	5%	0%
COc1cccc(NC(=O)C2CCC(CNS(=O)(=O)c3cccc4cccnc34)CC2)c1 (stereo unspecified)	-22%	-11%	4	2%	9%	-1%	7%
Cn1c(-c2ccc(F)cc2)cnc1SCC(=O)Nc1ccccc1N1CCOCC1	72%[activator]	1%	98	0%	-8%	1%	?
CC(C)CC1NC(=O)c2ccccc2-n2c1nc1ccc(F)cc1c2=O (stereo unspecified)	-8%	6%	-8	/	/	-2%	/
Cc1cc(NC(=O)c2ccc(-c3ccccc3F)o2)no1	-42%	5%	70	-8%	-6%	0%	-9%
CN(CC(=O)Nc1ccccc1Cl)C(=O)COC(=O)c1ccc(C(F)(F)F)cc1	66%[activator]	?	-21	-12%	/	-7%	16%
O=S1(=O)N(Cc2ccccc2Cl)CCCN1Cc1ccccc1Cl	/	-5%	1	4%	/	-1%	/
COC(=O)c1ccc(CNC(=O)c2cc(S(=O)(=O)NCc3ccccc3)ccc2C)cc1	/	/	-36	-4%	/	/	15%
CC[C@@H](C)[C@@H](C(=O)N1CCN(C(=O)OC(C)(C)C)CC1)n1cc(CCC(=O)O)nn1	26%	-3%	15	0%	1%	5%	2%
COc1ccc(C(=O)NCc2cn3ccc(C)cc3n2)cc1	/	26%	-24	-4%	/	-4%	/
Cc1nn(-c2ccccc2)c2sc(C(=O)N3CCOCC3)cc12	45%	?	232	-2%	-1%	-3%	7%
CC(=O)c1ccc(NC(=O)Cn2nc(C(F)(F)F)c3c2CCC3)cc1	/	22%	35	-1%	/	6%	/
CCc1nnc(NC(=O)c2sc3nc4c(cc3c2N)CCCCC4)s1	-38%	-6%	64	5%	-4%	-10%	28%
O=C(NCCO)/C(=C\c1ccco1)NC(=O)c1ccco1	-6%	-13%	4	-15%	-1%	?	12%
COc1ccc(N2CCN(C(=O)c3cccc(S(=O)(=O)N4CCCc5ccccc54)c3)CC2)cc1	51%	-7%	-22	0%	/	-6%	?
O=C(CSc1nnc(Cc2ccccc2)o1)Nc1ccc2c(c1)OCO2	-23%	7%	46	-12%	6%	6%	1%
COc1ccc(C(C(=O)NC2CCCC2)N(C(=O)c2ccoc2C)c2ccc(C)c(C)c2)cc1 (stereo unspecified)	4%	-16%	-39	2%	2%	2%	-13%
Cc1ccc(C(=O)N/C(=C\c2ccco2)C(=O)NCCCN2CCOCC2)cc1C	1%	-2%	?	4%	-2%	-1%	5%
OC(CN1CCOCC1)C12CC3CC(CC(C3)C1)C2 (stereo unspecified)	-7%	4%	-4	-2%	4%	-31%	-12%
O=[N+]([O-])c1ccccc1CN1CCN(Cc2ccc3ccccc3c2)CC1	38%	-13%	28	1%	-4%	9%	?
